Source: PubChem (several laboratories)
Autophagy mod = alters autophagy in cells; AID 463193; calls only at 10 µM (by protocol); MEF GFP-LC3 puncta imaging; test concentration mostly 10 µM; hit rate 0.98% among 190,000;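 active = percentage of spot-positive cells more than 3 SD above its plate mean, without a fluorescence outlier flag or 80% toxicity; inconclusive = no clear call, values can overlap the other calls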;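 also: spot-positive cell cutoff set from DMSO-treated cells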
bCat nuc transl = alters nuclear translocation of beta-catenin in HeLa cells | immunofluorescence imaging | nuclear translocation activity, % at 5 µM | hit rate 0.3% among 190,000;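 active = nuclear translocation activity above 50% at 5 µM, with a well cell count of 50 or more; inconclusive = wells under 50 cells across six images, flagged as toxic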;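 also: per-cell ratio of nuclear to cytoplasmic median beta-catenin stain intensity; plate controls were DMSO negative control for no effect and GSK-3 inhibitor IX positive control for full effect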
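Signal – beta-catenin immunofluorescence imaging with DAPI · Test system – human HeLa cell line · Dosing – 5 µM primary single dose, 0.1% DMSO, 0.02–20 µM confirmation series · Measure – % activation, nuclear-to-cytoplasmic median beta-catenin signal ratio per cell · Incubation – 24 h compound exposure at 37°C, 5% CO2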
UTI89 phage lysis = protection from phage-mediated lysis, alamar blue read-out – E. coli UTI89, K1F phage, bacterial capsule biogenesis inhibitors (AID 488966); hit rate 0.02% among 340,000; inhibition, % at 100 µM, or IC50 in µM where a hit was titrated; E. coli UTI89 K1F phage lysis, alamar blue, 2 h; higher % means a stronger effect;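 active = phage lysis inhibition, versus mean bacterial control, above a set limit; inconclusive = no clear call, values can overlap the other calls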;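 also: capsule biogenesis inhibitors block K1F phage lysis so surviving cells raise fluorescence; higher fluorescence means more inhibition of phage lysis; actives were called in the ten point dose series up to 300 µM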
Ins promoter up = MIN6 insulin promoter up-regulation | hit rate 0.3% among 190,000 | MIN6 insulin promoter-GFP reporter, high-content imaging; stronger effect = higher value | AID 1625 | z-score at 5 µM;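 active = z-score above 3 at 5 µM with at least 500 cells counted in the well; inconclusive = wells under 500 cells, flagged as cytotoxic or low count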
Dynein transport = blocks dynein driven cargo transport along microtubules; z-score, hits read low; 3617.4 mouse cells, GR-EGFP nuclear translocation imaging; test concentration mostly 20 µM; stimulated with dexamethasone, 1 µM; stronger effect = lower value; hit rate 0.47% among 220,000; AID 1381;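 active = plate z-score of nuclear minus cytoplasmic receptor signal below a set negative limit, without overly bright fluorescence or cell loss, cut at about -3.5 in these data, passing the limit was not always enough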;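 also: z-score of nuclear minus cytoplasmic ring GR-EGFP intensity difference per well; some compounds called inactive have numbers as strong as hits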
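Buffer or medium – tet-free medium with charcoal-stripped serum · Signal – automated 10x imaging of fixed Hoechst-stained cells · Also added – dexamethasone agonist, 1.0 µM final, for 30 min · Incubation – induction 48 h, compound 1 h, agonist 30 min · Read-out – GR-EGFP nuclear translocation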
M1AAP inhibition = malaria alanyl aminopeptidase activity blockers – biochemical, fluorogenic H-Leu-NHMec substrate, 1536-well (AID 1445). recombinant M1AAP, H-Leu-NHMec fluorogenic kinetic assay; higher % means a stronger effect. inhibition, % at 30 µM, or IC50 in µM where a hit was titrated. hit rate 0.42% among 220,000;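 active = primary inhibition above the hit cutoff, then over 50% inhibition at one or more dose response concentrations, cut at about 23% in these data, passing the limit was not always enough; inconclusive = conflicting primary data, or primary hits not chosen for dose response; inactive = low primary inhibition, or under 50% at every dose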;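 also: plate controls were DMSO full reaction for no effect and no enzyme background for full effect; strong numbers were not always called active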
P. falciparum M17LAP = P. falciparum M17LAP inhibitors, primary screen, biochemical, fluorogenic H-Leu-NHMec substrate, 1536-well (AID 1619) | recombinant M17LAP, H-Leu-NHMec fluorogenic kinetic assay; higher % means a stronger effect | one-dose inhibition, % at 30 µM; IC50 in µM for titrated hits | hit rate 0.38% among 220,000;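 active = compound inhibiting the enzyme by more than half at any dose during confirmatory dose-response retesting; inconclusive = strong single-dose inhibitors picked by rank but not retested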;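 also: plate controls were full reaction with DMSO carrier for no effect and no enzyme background for full effect; strong numbers were not always called active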
MT stabilizer = microtubule stabilizers in HeLa cells; HeLa tubulin immunostaining HCS, 24 h; share of cells brighter than vehicle mean+2SD; % tubulin-high responders, % at 10 µM; hit rate 0.83% among 200,000; AID 2205;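 active = plate Z-score above 3 for both tubulin-high and condensed-nucleus cell shares, with cell loss under 80%, at 10 µM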;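 also: anti alpha tubulin signal scored within the nucleus-defined area of each cell; some results filed as inactive read as strong as hits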
CSM14.1 death rescue = protection against thapsigargin-triggered cell killing – 384-well, CSM14.1, ATP luminescence, primary screen (AID 1222); CSM14.1 thapsigargin-induced death rescue, ATP luminescence; higher % means a stronger effect; cellular ATP content (survival), % at 20 µM; hits with a dose series show EC50 in µM; 190,000 tested, under 10 active;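 active = EC50 below 50 µM in the dose-response confirmation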;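 also: death triggered by thapsigargin at about 15 µM added after 2 h compound pretreatment; cell ATP read after overnight thapsigargin exposure of roughly 18 to 22 hours; normalized against plate controls of thapsigargin alone and 5% DMSO vehicle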
Dynein transport cytoplasmic EGFP = second read-out of Dynein transport, no call of its own (marks repeat the call); z-score; measured here: cytoplasmic GR-EGFP intensity; stronger effect = higher value
Dynein transport nuclear GR-EGFP = second read-out of Dynein transport, no call of its own (marks repeat the call); z-score; measured here: nuclear GR-EGFP intensity;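 lower value marks the stronger effect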
Dynein transport cell count = also measured in Dynein transport; calls as there; z-score; measured here: cell count per field
Ins promoter up cell count = further read-out of Ins promoter up, marked with its call; cell count; measured here: cytotoxicity, nuclei count;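 total cells summed across four imaged fields per well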
bCat nuc transl cell count 5 µM = further read-out of bCat nuc transl, marked with its call; cell count; measured here: cell count, cytotoxicity flag
MT stabilizer Hoechst-high % = second read-out of MT stabilizer, no call of its own (marks repeat the call); % Hoechst-high responders; measured here: nuclear condensation Hoechst responders;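 share of cells brighter than vehicle mean plus two SD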
MT stabilizer cytotoxicity % = second read-out of MT stabilizer, no call of its own (marks repeat the call); toxicity, %; measured here: cytotoxicity by cell density;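 0% = mean cell density of plate MIN control wells and 100% = no cells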
Autophagy mod cell loss 18 h = further read-out of Autophagy mod, marked with its call; toxicity, %; measured here: cell loss, nuclei count;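 cell loss after 18 h compound exposure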
Numbers without * were called inactive; i = inactive; ? = inconclusive; nt = no result given; [ ] = dose if it differs, or a comment.

SMILES	Autophagy mod	Autophagy mod cell loss 18 h	bCat nuc transl	bCat nuc transl cell count 5 µM	UTI89 phage lysis	Ins promoter up	Ins promoter up cell count	Dynein transport	Dynein transport cytoplasmic EGFP	Dynein transport nuclear GR-EGFP	Dynein transport cell count	M1AAP inhibition	P. falciparum M17LAP	MT stabilizer	MT stabilizer Hoechst-high %	MT stabilizer cytotoxicity %	CSM14.1 death rescue
COc1cccc(-n2c([S-])c(C(=O)Nc3ccc(S(=O)(=O)N4CCOCC4)cc3)[n+]3cc(C(N)=O)ccc23)c1	nt	nt	1.3	1113	0.3%	-0.66	1423	1.5	0.055	0.58	-1.9	0%	3%	nt	nt	nt	nt
CCSc1nnc2c(Cl)cc(Cl)cn12	i	12	-0.3	1092	0.7%	-0.13	1166	1.4	-0.35	0.67	-0.48	8%	11%	2.1	0.9	10	2.6%
CCOC(=O)c1c(-c2ccccc2)csc1N1C(=O)Nc2ccccc2N1O	i	-15	-1.0	1089	-1.2%	0.06	1073	1	-0.21	0.063	-2.4	17%	-9%	4.6	2.9	10	3.6%
Cc1nnc(SCC(=O)Nc2nc3c(s2)CC(C)CC3)s1 (stereo unspecified)	i	5	nt	nt	0.0%	nt	nt	-0.74	-0.093	0.056	1.9	-2%	-3%	1.9	3.1	25	-2.9%
O=C(CSc1nnc(-c2ccccc2Cl)o1)Nc1ccc2c(c1)OCCO2	i	-5	5.2	490	-0.1%	nt	nt	-0.22	-0.19	-0.27	0.53	0%	2%	4.0	2.8	4.5	-2.4%
COC(=O)c1sccc1NC(=O)CSc1nnnn1-c1ccccc1F	i	6	-0.3	1083	0.8%	0.58	1696	-0.81	-0.19	-0.49	0.29	2%	-6%	1.2	1.9	7.5	-2.9%
Fc1cccc2ncnc(OCc3ccccc3)c12	i	-3	-0.5	1039	0.2%	-0.09	1223	-0.53	-0.34	-0.027	0.26	1%	3%	5.8	2.6	9.0	-1.3%
Cn1ncc(Cl)c1C(=O)Nc1cccnc1	i	9	nt	nt	-0.1%	nt	nt	-0.56	-0.3	0.042	0.6	1%	-1%	3.6	0.6	9.7	3.3%
CCOc1cc2c3c(c1)C1(Nc4ccccc4S1)C(=O)N3C(C)(C)CC2C (stereo unspecified)	i	8	nt	nt	-0.6%	-0.54	856	-1.2	-0.17	-0.4	1	10%	8%	2.1	0.7	2.5	0.9%
Cc1ccc(S(=O)(=O)NNC2=NCCCCC2)cc1	i	8	0.0	1519	1.1%	-0.71	1416	-0.67	-0.24	-0.48	1	2%	3%	2.3	1.5	1.5	-0.8%
CN(C)CCCNC(=O)C1CCNCC1	i	-5	-2.2	1076	0.3%	-0.02	642	-0.58	-0.19	-0.1	1.2	11%	2%	3.1	2.5	8.7	1.8%
COc1ccc(N2CCN(C(=O)c3ccc(NS(=O)(=O)c4ccccc4)cc3)CC2)cc1	i	-1	3.0	502	0.5%	0.75	1236	-0.32	-0.28	0.089	0.049	9%	3%	3.2	2.2	6.1	-3.5%
CCOC(=O)N1CCN(C(=O)C2CCCCC2)CC1	i	-5	-3.4	1126	13%	-0.32	847	-0.17	-0.16	0.22	0.1	-2%	2%	0.9	1.4	5.7	-3.8%
CCc1ccc(Nc2oc(C)cc(=O)c2C(C)=O)cc1	i	1	-0.9	920	-0.5%	-0.23	1634	0.14	0.054	0.47	-0.38	6%	-3%	7.9	2.2	1.8	3.7%
O=C(CCC1CCCN(C(=O)C2CCCC2)C1)NCc1ccc(F)c(F)c1 (stereo unspecified)	i	-3	0.2	1519	11%	nt	nt	-0.52	-0.23	-0.35	0.46	4%	-8%	1.6	2.5	2.2	1.2%
CCc1ccc(CC2(O)CC(C)N(C)CC2C)cc1 (stereo unspecified)	i	0	-0.5	604	-0.3%	0.75	1237	0.6	-0.14	1.4	-0.86	5%	2%	5.8	3.2	6.8	-1.4%
O=C(NCc1ccco1)C1CCCN1C(=O)NCc1ccccc1 (stereo unspecified)	i	13	-1.1	792	0.8%	1.1	1055	0.27	-0.43	0.28	0.65	-4%	2%	2.9	0.8	0.2	-2.4%
CN(CCNC(=O)C1CC(=O)N(c2ccc(F)c(Cl)c2)C1)Cc1ccccc1 (stereo unspecified)	i	-2	2.5	1279	4.5%	-0.27	1527	-0.015	-0.21	0.013	0.34	-2%	-6%	1.5	1.8	10	-0.9%
COc1ccc(C2C(C(=O)c3sc(C)nc3C)=C(O)C(=O)N2CCN(C)C)cc1OC (stereo unspecified)	i	1	nt	nt	0.3%[50 µM]	0.81	1259	0.73	-0.21	0.53	0.12	6%	16%	2.5	1.4	9.7	nt
Cc1cc(C)n2nc(C(=O)OCC(=O)N3CCC3)nc2n1	i	33	-3.0	1075	0.9%	-0.46	1602	-0.39	-0.4	-0.62	0.29	1%	3%	1.9	3.4	2.0	-0.5%
COC(=O)/C=C1\S/C(=N/N=C/c2ccccc2)NC1=O	i	4	-0.8	1067	0.2%	0.19	1478	1.1	-0.15	1.3	-2.4	5%	8%	3.0	1.8	11	-1.4%
Cc1ccc(/C=C/C2=NN(Cc3ccccc3)C(=O)CC2)cc1	i	1	-1.9	946	0.3%	0.66	756	-0.13	-0.08	-0.17	0.27	6%	2%	1.2	0.8	5.1	3.0%
CC(=O)c1ccc(OCCCC(=O)OCc2nnc(-c3ccc(Cl)cc3)o2)cc1	i	23	-2.6	936	-0.8%	0.7	1167	-0.27	-0.31	0.18	0.36	5%	8%	3.2	2.2	2.6	0.3%
CCCNC(=O)C1CCN(S(=O)(=O)c2cccs2)CC1	i	-5	-0.6	1114	0.8%	1.1	1210	-0.25	-0.32	-0.57	-0.4	4%	14%	1.8	2.5	2.9	-1.0%
O=C(Cc1ccccc1)N1CCNCC1	i	30	-4.2	1162	-0.7%	-0.32	1409	-0.81	-0.21	-0.57	0.12	14%	-7%	2.7	1.7	5.3	-0.5%
O=C(NNS(=O)(=O)c1ccc(Cl)cc1)c1cnn(-c2ccccc2)c1-n1cccc1	i	-34	nt	nt	0.4%	nt	nt	2.5	0.29	1.4	-3.9	?	9%	3.7	1.4	0.4	-1.7%
CCOC(=O)CCc1c(C)c2ccc(OCC)c(C)c2oc1=O	i	6	nt	nt	nt	nt	nt	-0.014	-0.22	0.14	0.78	3%	-19%	2.6	1.9	0.2	-1.2%
COc1ccc(N2C(=O)C3CCCN3C2c2ccc(C)o2)cc1Cl (stereo unspecified)	i	1	0.8	1430	0.2%	0.26	1527	1.9	0.097	1.1	-0.45	2%	9%	6.2	2.8	7.6	-1.0%
O=C(Nc1ccc(N2CCN(C(=O)c3ccco3)CC2)c(Cl)c1)c1c(F)c(F)c(F)c(F)c1F	i	-1	-0.2	1119	7.1%	-0.09	1277	-1.2	0.46	-0.4	0.35	3%	5%	4.3	3.3	7.1	nt
C=CCOCCN(C)C1=NS(=O)(=O)c2ccccc21	i	5	0.4	1013	-0.4%	-0.75	1445	-0.15	-0.37	0.02	0.37	5%	1%	2.4	0.7	4.5	0.0%
COc1ccc(C2CC(c3ccccc3)=NN2C(=O)c2ccc(Cl)c([N+](=O)[O-])c2)cc1 (stereo unspecified)	i	-8	-1.0	997	11%	nt	nt	-1.4	-0.021	-1	0.66	9%	4%	3.5	0.4	20	-2.5%
CCOC(=O)C1(Cc2ccccc2)CCCN(C2CCN(C(C)=O)CC2)C1 (stereo unspecified)	i	21	-0.5	1112	-0.3%	0.92	1363	0.72	-0.24	0.35	-0.027	3%	4%	4.7	1.7	0.7	0.0%
CC1CCN(CC(=O)NCCc2ccc(F)cc2)CC1	i	6	2.4	891	-0.2%	0.16	1621	-0.67	-0.33	-0.2	1.2	nt	nt	2.4	1.9	3.4	-0.2%
Oc1cccc(C(O)CNCc2ccc(-c3ccccc3)cc2)c1 (stereo unspecified)	i	15	26	614	4.9%	-0.25	1426	-0.15	-0.26	0.56	0.4	-2%	2%	4.3	3.6	5.9	-2.9%
COc1ccccc1N1CCN(C(=O)CN2C(=O)c3ccccc3S2(=O)=O)CC1	nt	nt	1.6	1263	0.2%	-0.05	1370	0.019	-0.013	-0.21	0.99	0%	3%	nt	nt	nt	nt
COc1ccc(CC(=S)N2CCOCC2)cc1OC	i	-22	-1.0	1394	0.2%	-0.14	1608	0.85	-0.19	-0.048	0.29	5%	9%	3.8	2.1	7.4	-0.9%
